From PubChem BioAssay
RGS4 inhibitor – inhibitors of human regulator of G protein signaling 4; 390,000 tested, 0.039% active; Transcreener GDP fluorescence polarization, RGS4-accelerated GTP hydrolysis; Potency, µM (titrated, usually from 114 µM), inactives show at the top dose activity change, negative = inhibition, actives largely listed as inhibitors; P49798; note: % is set by controls: 0 for no effect and ±100 for the full control effect; nearly all actives have a fitted effect of over 75% in size; some results filed as inactive show a strong effect at the top dose
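MLSMR compounds (23 nl, pin-transferred) preincubated 10 min at room temperature with a 500nM (2x) first reagent, then RGS4 at 900nM (2x) plus Transcreener GDP mix added; fluorescence polarization (620/688 nm) read before and after 90 min at 30 °C.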
Pin1 inhibitor – human Pin1 inhibition; Pin1 FP peptide displacement, HiFluor488, 10 min; Potency, µM (series often up to 115 µM), inactives show at the top dose activity, negative = inhibition, hits mostly inhibitors; 390,000 tested, 0.009% active; active = well fitted inhibition curve with a large enough effect in the polarisation, with a control signal flat, not every such curve was filed as active; inconclusive = small, poorly fitted or top-dose-only effect, or effect the other way, or a change in a side signal; inactive = no such curve, though single readings can be large or run the other way; the % refers to the polarisation; note: % is set by controls: 0 for no effect and ±100 for the full control effect
ERG-DNA inh – inhibitors of human ERG Ets domain-DNA interaction; Potency, µM (series often up to 76.9 µM), for inactives: top-dose FP activity, negative = inhibition, usual class: inhibitors; AID 624246; 370,000 tested, 0.028% active; P11308; fluorescence polarization, His-ERG Ets domain / labelled DNA; active = well fitted inhibition curve with a large enough effect in the polarisation, with a control signal flat; inconclusive = small, poorly fitted or top-dose-only effect, or effect the other way, or a change in a side signal; inactive = no such curve, though single readings can be large or run the other way; the % refers to the polarisation;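 note: polarization taken with two DNA probes labelled with fluorescein and Texas red; % of control where 0% means no effect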
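His-tagged ERG Ets domain (1 uM in the protein solution; 300mM KCl, 50mM Tris-HCl, 1mM EDTA, 1mM DTT, pH 7.5) received compound, then a probe mix of 5 nM fluorescein-DNA and 100nM Texas-615-DNA. Fluorescence polarization was read for both dyes.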
Tb PGK inh – blocks T. brucei phosphoglycerate kinase. P07378. PGK/GAPDH coupled, Kinase-Glo luminescence, 60 min. Potency, µM (titrated, usually from 57.5 µM), for the others: top-dose activity change, negative = inhibition, actives largely listed as inhibitors. 380,000 tested, 0.043% active; note: % is set by controls: 0 for no effect and ±100 for the full control effect; nearly all actives have a fitted effect of over 60% in size
Target sequence (P07378 whole entry, looked up): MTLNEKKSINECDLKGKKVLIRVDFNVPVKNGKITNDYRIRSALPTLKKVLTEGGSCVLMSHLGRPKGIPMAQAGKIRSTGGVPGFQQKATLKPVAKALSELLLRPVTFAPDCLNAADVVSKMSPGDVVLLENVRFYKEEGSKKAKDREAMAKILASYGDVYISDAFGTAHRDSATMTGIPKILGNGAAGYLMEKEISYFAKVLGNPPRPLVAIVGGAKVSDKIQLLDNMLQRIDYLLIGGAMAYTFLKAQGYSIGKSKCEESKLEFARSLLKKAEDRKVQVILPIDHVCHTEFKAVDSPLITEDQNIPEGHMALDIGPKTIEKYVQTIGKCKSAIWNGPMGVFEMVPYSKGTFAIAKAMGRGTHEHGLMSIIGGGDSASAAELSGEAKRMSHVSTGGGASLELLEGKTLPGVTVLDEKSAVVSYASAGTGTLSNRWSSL
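Luminescent ATP detection (Kinase-Glo Plus) follows a 60-minute room-temperature incubation, with wells lacking PGK as controls. Buffer: 100 mM TEA (pH 7.6), 5 mM MgCl2, 0.01% Tween-20. Coupling enzyme GAPDH (100 nM final) supplies unstable 1,3-BPG in-well.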
TrxR1 inh – rat TrxR1 inhibition. O89049. 390,000 tested, 1% active. Potency, µM (series often up to 114 µM), inactives show at the top dose activity change, negative = inhibition, usual class: inhibitors. AID 588453. recombinant rTrxR1, NADPH fluorescence consumption, selenite substrate; note: % is set by controls: 0 for no effect and ±100 for the full control effect; nearly all actives have a fitted effect of over 65% in size
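Rat TrxR1 (90 nM in the dispensed reagent) was pre-reduced with 400 uM NADPH for 5 min at room temperature, then incubated with compound for 15 min. After 400 uM selenite was added, NADPH fluorescence (Ex 340/Em 450 nm) was followed for 8 min.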
GLS inh – glutaminase GLS (human) inhibition; O94925; GLS enzymatic activity, qHTS titration; Potency, µM (titrated, usually from 45.5 µM), for the others: at the top dose activity change, negative = inhibition, usual class: inhibitors; 410,000 tested, 0.21% active; note: % is set by controls: 0 for no effect and ±100 for the full control effect
Target sequence (O94925 whole entry, looked up): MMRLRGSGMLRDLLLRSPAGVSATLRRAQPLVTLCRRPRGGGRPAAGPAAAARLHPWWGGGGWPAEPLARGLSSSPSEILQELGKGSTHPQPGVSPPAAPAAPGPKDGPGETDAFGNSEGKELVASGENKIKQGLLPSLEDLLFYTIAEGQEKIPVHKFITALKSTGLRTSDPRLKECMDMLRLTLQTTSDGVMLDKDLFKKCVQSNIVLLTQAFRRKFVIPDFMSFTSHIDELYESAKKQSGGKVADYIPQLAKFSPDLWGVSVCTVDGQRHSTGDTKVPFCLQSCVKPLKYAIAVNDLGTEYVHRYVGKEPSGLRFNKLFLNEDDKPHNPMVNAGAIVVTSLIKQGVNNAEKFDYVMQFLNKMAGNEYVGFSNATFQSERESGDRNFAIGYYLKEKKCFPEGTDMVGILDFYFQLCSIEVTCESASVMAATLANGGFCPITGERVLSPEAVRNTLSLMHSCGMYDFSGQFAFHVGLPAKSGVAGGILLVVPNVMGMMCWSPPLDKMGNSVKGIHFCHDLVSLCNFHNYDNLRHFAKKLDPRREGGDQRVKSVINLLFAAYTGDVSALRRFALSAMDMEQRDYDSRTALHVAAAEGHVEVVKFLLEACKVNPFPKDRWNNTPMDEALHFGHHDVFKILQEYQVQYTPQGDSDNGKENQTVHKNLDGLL
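hKGA; 45 mM KH2PO4 pH 8.2 + 0.02% Tween-20; cpd via pin tool; 1 mM Gln soln; GluOx/HRP/Amplex Red; RT 30 min; fluor. t0 & final.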
ALOX12 inh – inhibitors of human 12S-lipoxygenase ALOX12; 580,000 tested, 1.1% active; purified 12hLO, xylenol orange hydroperoxide absorbance; P18054; Potency, µM (doses to about 108 µM), for inactives: at the highest dose activity change, negative = inhibition, actives largely listed as inhibitors; note: % is set by controls: 0 for no effect and ±100 for the full control effect
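Hydroperoxide product was detected by ferrous iron/xylenol orange as the 573 to 405 nm absorbance ratio. Arachidonic acid at 40 uM (final) was turned over for 30 min at room temperature by 150 nM human 12hLO, pH 7.0 Hepes buffer, after 15 min compound preincubation.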
HP1b chromo inh – blocks HP1-beta chromodomain binding to methylated histone tails. AlphaScreen HP1-beta / biotin-H3K9me3 peptide binding. P83916. Potency, µM (doses to about 114 µM), inactives show top-dose activity change, negative = inhibition, most hits filed as inhibitors. AID 540317. 390,000 tested, 0.56% active; note: nearly all actives have a fitted effect of over 70% in size; inactives centre near 23
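HP1-beta protein (50 nM final) preincubated 30 min at room temperature with biotinylated H3(1-18)K9me3 peptide (50 nM) in PBS pH 7.4, 0.01% Tween-20, then compound added for 30 min. AlphaScreen streptavidin donor/nickel chelate acceptor beads (10 ug/mL final), 30 min dark, luminescence read.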
JMJD2A Tudor inh – JMJD2A Tudor domain (human) inhibition | O75164 | AlphaScreen JMJD2A-Tudor / H3K4me3 peptide binding | Potency, µM (doses to about 114 µM), without a hit: at the highest dose activity change, negative = inhibition, actives largely listed as inhibitors | 390,000 tested, 4.4% active | AID 504339; note: % is set by controls: 0 for no effect and ±100 for the full control effect; nearly all actives have a fitted effect of over 50% in size
An asterisk follows results filed as active; i = inactive; ? = inconclusive; nt = not tested or not shown; & = joins results of further samples; [ ] = remark or other dose. Unless noted, calls come from the whole dose curve; as a rule, active = well fitted curve in the direction sought with a large enough effect; inconclusive = small, poorly fitted or top-dose-only effect, or another doubt; inactive = no such curve, though single readings can be large; an effect the other way counts as inactive or inconclusive. Potency is the fitted concentration of half-maximal effect.

SMILES	RGS4 inhibitor	Pin1 inhibitor	ERG-DNA inh	Tb PGK inh	TrxR1 inh	GLS inh	ALOX12 inh	HP1b chromo inh	JMJD2A Tudor inh
Cc1nnc(SCC(=O)N(C)c2c(N)n(Cc3ccccc3)c(=O)[nH]c2=O)n1Cc1ccccc1	1%	0%	2%	-5%	12%	5%	0%	23%	-4%
COc1ccccc1-n1c(SCC(=O)N2CCOCC2)nc(O)c(Cc2ccccc2)c1=O	22%	7%	4%	-2%	21%	6%	0%	25%	-14%
COc1ccc(C2C3=C(CC(C)(C)CC3=O)Nc3n[nH]c(C)c32)cc1 (configuration not stated)	0%	1%	-6%	22%	?	18%	7%	52%[activator]	-9%
Cc1cc(S(=O)(=O)NC(C)C)ccc1OCC(=O)N1CCOCC1	29%	-4%	-5%	-9%	1%	-6%	-2%	3%	-8%
CCN(C(=O)CSc1nnc(C2CC2)n1-c1ccccc1)C1CCS(=O)(=O)C1 (configuration not stated)	-17%	6%	-2%	-2%	44%[activator]	-2%	188%[activator]	32%	-3%
S=c1[nH]nc(COc2ccccc2)n1/N=C/c1cccs1	-40%	-5%	-10%	-13%	-15%[57.1 µM]	14%	?	-20%	?
COc1ccc(OC)c(CN2CCN(C(=O)c3ccc(NS(=O)(=O)c4cccc([N+](=O)[O-])c4)cc3)CC2)c1	-28%	-2%	-4%	-2%	-19%	-1%	-4%	-7%	-26%
COc1ccc2cc3cc(C(=O)NCCN4CCc5ccccc5C4)oc3nc2c1	-9%[11.4 µM]	-1%	-3%	1%	19%[57.1 µM]	2%	nt	-8%	4%[11.4 µM]
O=C(CN1C(=O)C2(OCCCO2)c2ccccc21)NCc1ccccc1	3%	-2%	-7%	-3%	28%[57.1 µM]	-4%	-10%	38%[activator]	0%
COc1ccccc1C(=O)Nc1cc(C)ccc1NC(=O)c1ccco1	26%	-2%	17%	-3%	22%	6%	0%	38%	-12%
O=C(CC1NCCNC1=O)Nc1ccc2c(c1)OCCO2 (configuration not stated)	10%	-8%	4%	-2%	24%	-7%	27%	19%	-14%
CCc1ccccc1NC(=O)Nc1cnccn1	19%	-1%	-7%	-2%	29%	-5%	1%	21%	-29%
Cc1ccc(OCC(=O)N(Cc2ccccc2)C(C)C)c([N+](=O)[O-])n1	-24%	-1%	-7%	5%	11%	6%	12%	18%	-3%
O=C(Nc1ccc(Cl)cc1)Nn1cnc2ccccc2c1=O	10%	1%	2%	i	22%	0%	-9%	9%	-14%
CCc1ccc(-c2cc(C)no2)cc1S(=O)(=O)Nc1cc(C)on1	-2%	-1%	2%	i	0%	10%	-15%	19%	-23%

3 entries already listed, arranged by formula weight, high to low.
SMILES	RGS4 inhibitor	Pin1 inhibitor	ERG-DNA inh	Tb PGK inh	TrxR1 inh	GLS inh	ALOX12 inh	HP1b chromo inh	JMJD2A Tudor inh
COc1ccccc1-n1c(SCC(=O)N2CCOCC2)nc(O)c(Cc2ccccc2)c1=O	22%	7%	4%	-2%	21%	6%	0%	25%	-14%
CCN(C(=O)CSc1nnc(C2CC2)n1-c1ccccc1)C1CCS(=O)(=O)C1 (configuration not stated)	-17%	6%	-2%	-2%	44%[activator]	-2%	188%[activator]	32%	-3%
S=c1[nH]nc(COc2ccccc2)n1/N=C/c1cccs1	-40%	-5%	-10%	-13%	-15%[57.1 µM]	14%	?	-20%	?

Next section:
SMILES	RGS4 inhibitor	Pin1 inhibitor	ERG-DNA inh	Tb PGK inh	TrxR1 inh	GLS inh	ALOX12 inh	HP1b chromo inh	JMJD2A Tudor inh
COc1ccc(C(=O)NCc2nnc(SCC(=O)N3CCCCC3)o2)cc1	23%	2%	-9%	-8%	-6%[57.1 µM]	0%	-5%	5%	-12%
CN(CC(=O)Nc1cccc(F)c1)C(=O)c1ccc2c(=O)n3c(nc2c1)CCC3	6%	5%	-3%	5%	8%	1%	13%	19%	0%
O=C1c2ccccc2NC(c2ccccc2)N1c1ccc(O)cc1 (configuration not stated)	6%	6%	nt	6%	8%	-1%	8%	24%	-16%
COc1cc2c(cc1OC)C(COc1ccc(F)cc1)N(C(=O)Cc1ccccc1)CC2 (configuration not stated)	-1%	-3%	8%	-6%	9%[57.1 µM]	4%	0%	0%	?
CC(=O)c1cccc(S(=O)(=O)N2CCC(C(=O)O)(c3ccccc3)CC2)c1	4%	7%	11%	-6%	18%	1%	-7%	41%[activator]	-8%
CCNC(=O)NC(=O)COC(=O)c1ccccc1SCC(=O)NC(=O)NCC	-54%[11.4 µM]	9%	-7%	-3%	35µM*	?	0%	?	?
CCn1c2ccccc2c2cc(CC(N)=O)ccc21	-1%	3%	4%	i	9%	0%	7%	25%	-15%
Cc1cc(C)nc(NS(=O)(=O)c2ccc(N/C=C3\CCCC3=O)cc2)n1	-4%	0%	3%	i	-4%[57.1 µM]	18%	0%	-2%	-23%
O=C(CCN1CCN(CCO)CC1)Nc1ccccc1	-4%	-5%	7%	i	14%	1%	4%	26%	-17%
Cc1ccc2nc(Cl)c3cc(C(=O)NCCCN(C)Cc4ccccc4)sc3c2c1	-22%	3%	-8%	-7%	8%	2%	3%	-10%	?
Cc1cc(OC(C)C(=O)NCC(O)c2ccccc2)c2c(C)cc(=O)oc2c1 (configuration not stated)	46%	-2%	6%	-5%	55%[activator]	3%	23%	50%[activator]	-14%
CCOc1cnc(-c2c(-c3c(Cl)cccc3Cl)noc2C)o1	12%	?	-1%	-7%	14%	0%	11%	45µM*	57%[activator]
CCOc1ccc(CCNC(=O)C(O)c2ccccc2)cc1 (configuration not stated)	-7%[11.4 µM]	?	2%	-6%	10%[57.1 µM]	-13%	0%	45%[activator]	-17%[11.4 µM]
O=S(=O)(c1ccc2ncsc2c1)N1CCN(c2nc(-c3cccs3)nc3ccccc23)CC1	-2%	-3%	nt	nt	33%[activator]	nt	nt	6%	-22%
CC(C)N(C)C(=O)C(=O)c1cccn1-c1cccc(Cl)c1C#N	27%	-1%	5%	-3%	16%	-1%	0%	15%	-12%
Cc1cc(OCC(=O)NCCc2ccc(Cl)cc2)c2c(C)cc(=O)oc2c1	15%[11.4 µM]	2%	-16%	-1%	26%	3%	-12%	56%[activator]	-12%
Cc1ccc(NC(=O)CCc2c(C)nc3nc(C)nn3c2C)c(Cl)c1	2%	0%	-2%	i	16%	2%	4%	47%[activator]	0%
CCOc1ccccc1C=C1SC(=S)N(CC)C1=O	-7%	0%	14%	i	10%[2.29 µM]	-2%	-22%	-23%[57 µM]	?
CCn1c(NCc2ccccn2)nc2ccccc21	21%	3%	-8%	3%	3%	26%	-1%	30%	-6%
COc1cc2c(=O)n(Cc3ccco3)c(=O)n(CC(=O)c3ccc(Br)cc3)c2cc1OC	?	7%	2%	i	6%[57.1 µM]	0%	0%	24%	-16%
CNC(=O)CSc1nnc(-c2ccco2)n1-c1cccc(C)c1	2%	-14%	-5%	5%	3%[57.1 µM]	14%	?	16%	-8%
CNC(=O)N(O)C1N(C)C(=O)N(CC(=O)OC)C1(C)C (configuration not stated)	21%	2%	-2%	0%	-9%	27%	-8%	13%	16µM*
CC(C)c1nc2sc3c(SCCN(C)C)ncnc3c2c2c1CCC2	2%	-5%	-20%	i	26%[11.4 µM]	1%	0%	-7%	?
COc1ccc(N=C2NC(=O)CS2)c([N+](=O)[O-])c1	-48%	-1%	4%	nt	-10%	3%	0%	13%	-20%
O=C(N/N=C/c1ccc(OC(=O)c2ccc3c(c2)OCO3)cc1)c1cncc(Br)c1	-28%	14%	-4%	-13%	-20%	1%	-20%	22%	-16%
COc1ccc(C(=O)N(CCc2ccccc2)Cc2ccccc2)c(OC)n1	-5%	-29%	3%	-5%	-22%	0%	-2%	-2%	-3%
CCN(CC)S(=O)(=O)c1ccc(NC(=O)c2cc(-c3ccccc3)nc3ccccc23)cc1	-36%	5%	-6%	0%	18%[57.1 µM]	-15%	16%	40%[activator]	-8%
Cc1cccc(NC(=O)CSc2nnc(-c3ccccc3)n2N)c1	-49%	0%	2%	-7%	7%	-5%	4%	-4%	-7%
CCSc1nnc(NC(=O)CCNC(=O)c2ccccc2Cl)s1	-9%	0%	1%	-4%	20%	3%	10%	6%	-4%
COc1cc(OC)c(NC2=C(c3ccc(C(F)(F)F)cc3)C(=O)c3ccccc32)cc1Cl	15%	-3%	-9%	8%	-5%	7%	-32%	?	20µM*
CCc1ccccc1NC(=O)N1CC(C)Sc2ccccc21 (configuration not stated)	-22%	0%	4%	-6%	10%	-9%	-4%	37%	7%
O=C(CCNC(=O)c1ccc(Br)cc1)NNC(=O)c1ccccc1	4%	0%	-11%	-9%	0%[57.1 µM]	-6%	-8%	17%	-8%
CCOc1ccccc1C1C(C(=O)Nc2ccccc2OC)=C(C)Nc2nnnn21 (configuration not stated)	-16%	-3%	-3%	-7%	17%[57.1 µM]	18%	20%	22%	7%
COCCNC(=O)CCCn1c(=O)c2cc(OC)c(OC)cc2n(CC(=O)Nc2ccc(F)cc2)c1=O	17%&-1%	-3%&3%	14%&5%	-4%&-1%	?	-6%&-7%	22%&-27%	29%&23%	-21%&1%
COc1ccc(S(=O)(=O)NNC(=O)Nc2ccc(C)cc2C)c(OC)c1	-3%	-9%	-10%	-9%	7%	-26%	0%	8%	-12%
COC(=O)CN1C(=O)C(C)(C)Oc2ccc(C(=O)NC3CC3)cc21	-6%	0%	10%	0%	-3%[57.1 µM]	-1%	-7%	40%	-7%
CC1CCc2c(sc3ncnc(NCCCOC(C)C)c23)C1 (configuration not stated)	-4%	-3%	-5%	i	-15%	-4%	-29%	38%	-3%

Not all compounds are listed (hit frequency here may not be typical).
